NR2E3 ag-1: inhibitors of NR2E3-RetCOR corepressor binding, primary screen, NR2E3 agonist project, biochemical, TR-FRET, GST-NR2E3, biotin-RetCOR. Photoreceptor-specific nuclear receptor (Homo sapiens), Q9Y5X4. 1536-well. inhibition of corepressor binding, % at 4.78 µM. 320,000 tested, 0.12% active. AID 2300, 2010;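 active = percent inhibition above the cutoff of mean plus 3 SD of all tested compounds, set per screening campaign, cut at about 20% in these data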;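 also: 0% = DMSO wells and 100% = biotin wells as full block of FRET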
Target sequence (Q9Y5X4 whole entry, looked up): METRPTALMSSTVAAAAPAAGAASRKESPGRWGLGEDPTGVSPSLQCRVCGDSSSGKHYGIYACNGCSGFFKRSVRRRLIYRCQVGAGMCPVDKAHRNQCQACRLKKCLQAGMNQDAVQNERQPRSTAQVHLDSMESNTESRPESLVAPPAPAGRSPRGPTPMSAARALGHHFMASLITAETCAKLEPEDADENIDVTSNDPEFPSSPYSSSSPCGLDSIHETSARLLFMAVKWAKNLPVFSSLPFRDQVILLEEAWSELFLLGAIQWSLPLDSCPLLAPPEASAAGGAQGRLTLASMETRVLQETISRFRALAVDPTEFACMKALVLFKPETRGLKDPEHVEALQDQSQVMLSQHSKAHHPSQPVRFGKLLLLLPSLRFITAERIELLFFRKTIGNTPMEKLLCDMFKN
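Test system – NR2E3–RetCOR corepressor complex · Quantity – NR2E3 fusion 1.35 nM · Buffer or medium – Tris pH 7.5 · Incubation – Compound–protein incubation for 5 h at 4 °C · Technique – TR-FRET, Eu(K)-anti-GST donor, streptavidin-D2 acceptor, ex 340, em 617/671 nm · Evaluation – percent inhibition of 671/617 nm emission ratio versus biotin and DMSO controls · Plate – 1536-well format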
NR2E3 ag-2: NR2E3 agonists in two-hybrid cells, primary screen, cell-based, luminescence, CHO-S, Gal4-NCOR/VP16-NR2E3 | 360,000 tested, 0.35% active | luciferase | Photoreceptor-specific nuclear receptor (Homo sapiens), Q9Y5X4 | AID 602229, 2012 | inhibition of corepressor binding, % at 3.98 µM;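 active = inhibition above the mean of all tested compounds plus 3 SD, cut at about 70% in these data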;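 also: 0% = DMSO with NR2E3 transfected cells and 100% = cells lacking NR2E3 construct; higher means lower luciferase signal from less NR2E3 corepressor binding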
Shn3 3UTR inh: reduction of Shn3 3'UTR firefly luciferase signal, primary screen, Schnurri-3 inhibitor project, cell-based, Clone20 osteoblasts, set 2; inhibition, % at 12.5 µM; AID 588674, 2011; 360,000 tested, 0.52% active; Clone20 osteoblast Shn3 3'UTR firefly luciferase, 24 h;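 active = mean inhibition of at least 75% with every replicate also reaching 75%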;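 also: 0% = median of neutral control wells and 100% = pilot-screen positive control compound; some compounds past the cut are filed as inactive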
MITF TRPM1 inh: inhibitors of MITF-dependent TRPM1 promoter reporter, primary screen, cell-based, SK-MEL-5, single point, luciferase. inhibition, % at 12.5 µM. AID 488899, 2010. SK-MEL-5 TRPM1 promoter luciferase, 24 h. 330,000 tested, 0.83% active;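 active = mean inhibition across replicates of 60% or more, whatever share of single replicates reaches that level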; also: values of inactives mirror those of a sister screen read the other way
TWEAK-Fn14 inh: inhibitors of TWEAK-Fn14 signaling, primary screen, luciferase reporter cells, uHTS; TWEAK-stimulated Fn14 reporter cells, luciferase luminescence, 8 h; inhibition, % at 10 µM; 360,000 tested, 2% active; in the data active = inhibition above about 50%
TRAIL sens C8: viability loss with TRAIL in NB7+C8 cells, primary screen, TRAIL sensitizer project, cell-based, ATPlite luminescence | inhibition (viability loss, TRAIL sensitization), % at 10 µM | 360,000 tested, 1% active;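 active = compounds causing at least 50% loss of cell viability in the single-dose screen, relative to plate controls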
Peg3 promoter: Peg3 promoter-driven luciferase inhibitors, primary screen, cell-based, HeLa, luciferase luminescence; 360,000 tested, 1.7% active; inhibition, % at 20 µM; HeLa PEG-Prom luciferase reporter, overnight; AID 588405, 2011;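 active = inhibition of at least 50% at 20 µM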
KKLEB tox: cytotoxicity in KKLEB CF airway cells, primary screen, cytotoxicity control for CF NF-kB inhibitor project, cell-based, uHTS, fluorescence assay plates; 360,000 tested, 0.36% active; AID 602141, 2011; KKLEB CF airway cells viability, ATPlite luminescence, overnight; stronger effect = lower value; cells stimulated with P. aeruginosa culture filtrate; activity change (cytotoxicity), % at 5 µM;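 active = corrected activity change at or below -50% at 5 µM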
TROY signal inh: inhibitors of TROY-driven NF-kB signaling, primary screen, Q293 LMP1-TROYcd cells, NF-kB luciferase, uHTS | AID 1347056, 2019 | Q293 LMP1-TROYcd NF-kB luciferase reporter, 4 h | 360,000 tested, 0.98% active | inhibition, % at 10 µM;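 active = compounds whose plate-normalised and pattern-corrected inhibition of the luciferase reporter signal at the single screening dose is 50% or more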
HIF-2a inh: HIF-2a reporter inhibitors, primary screen, luminescence, 786-0 RCC cells; 786-0 RCC cells HIF-2a reporter, luciferase luminescence, overnight; inhibition, % at 18.8 µM; 360,000 tested, 0.72% active;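 active = inhibition of the luminescence signal of 40% or more relative to plate controls, in a single-dose primary screen at 18.75 µM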
CF NFkB inh: inhibitors of PAF-induced NF-kB signaling, primary screen, cell-based, GFP fluorescence, uHTS. KKLEB NF-kB-GFP reporter, GFP fluorescence overnight. 360,000 tested, 0.86% active. inhibition, % at 5 µM;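 active = at least 50% inhibition at 5 µM, scaled per plate between neutral and stimulator controls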;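 also: PAF is a Pseudomonas aeruginosa culture filtrate used as stimulus; plate controls were PAF-stimulated DMSO wells for no effect and unstimulated DMSO wells for full effect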
* = called active by the depositor; . = no result given. The list is partial; the hit share may differ from the screen's.

SMILES | NR2E3 ag-1 | NR2E3 ag-2 | Shn3 3UTR inh | MITF TRPM1 inh | TWEAK-Fn14 inh | TRAIL sens C8 | Peg3 promoter | KKLEB tox | TROY signal inh | HIF-2a inh | CF NFkB inh
NC(=O)C1CCN(c2cc(Cl)ccc2[N+](=O)[O-])CC1 | 1 | -19 | -93 | -6 | -9 | -7 | 7 | 0 | 0 | 21 | 5
CCCCCC1CC(CC(=O)NC(=S)Nc2ccc([N+](=O)[O-])cc2)C(=O)O1 (stereo not drawn) | -1 | 12 | 24 | -2 | -2 | -5 | 5 | -6 | -2 | 4 | -20
Cc1ccc(S(=O)(=O)N(Cc2ccccc2)c2ccccc2C(=O)NCc2ccco2)cc1 | 0 | -7 | 6 | 4 | 10 | -8 | 44 | -3 | -7 | 32 | 13
COc1ccc(Cn2c(CCC(=O)Nc3ccc(C)c(C)c3)nc3cccnc32)cc1 | 0 | 12 | 2 | 0 | 4 | 2 | 5 | -16 | -13 | 2 | 2
CC1=NN(c2ccccc2)C(=O)/C1=C/c1cc(C)n(C2CC2)c1C | 1 | -1 | 14 | -82 | -15 | 10 | -89 | -14 | -30 | -118 | -5
COC(=O)c1c(NC(=O)COC(=O)CCS(=O)(=O)c2ccc(C)cc2)sc(C)c1C | -2 | -7 | 2 | -3 | 3 | -5 | -17 | 0 | 12 | 10 | 10
Cc1ccc(NC(=O)CN2C(=O)NC(C)(C3CC3)C2=O)c([N+](=O)[O-])c1 (stereo not drawn) | 2 | -2 | -14 | 8 | -22 | 3 | -8 | 8 | 3 | -12 | 16
CCOc1ccc(S(=O)(=O)n2cc(-c3ccccc3)c(N)n2)cc1 | 6 | 18 | -11 | -17 | 10 | 12 | -21 | -1 | 1 | -25 | 5
O=C(Nc1ccccc1)C1CCN(C(=O)c2ccc([N+](=O)[O-])cc2)CC1 | -1 | -3 | -16 | 12 | 0 | -9 | -3 | 4 | -6 | 22 | -24
CN(C)S(=O)(=O)c1ccc(NC(=O)COC(=O)C2CC3CCCC(C2)C3=O)cc1 (stereo not drawn) | -1 | 4 | 16 | 10 | -1 | -2 | -1 | 15 | -4 | 11 | 1
C=CCNC(=O)COC(=O)CNC(=O)c1cc(Cl)cc([N+](=O)[O-])c1 | 0 | -20 | 3 | 7 | 7 | -1 | -10 | -1 | -3 | 10 | 13
COc1ccc(Cc2noc(CN3CCCN(C4Cc5ccccc5C4)CC3)n2)cc1OC | -1 | 5 | 7 | 13 | 29 | 4 | 10 | 23 | -11 | 12 | -33
O=C(NCc1ccco1)/C(=C/c1ccc(C(F)(F)F)cc1)c1nc2ccccc2[nH]1 | 1 | 10 | -65 | -17 | 18 | 2 | -156 | 2 | 31 | -241 | -18
COc1cc(C)nc(SCC(N)=O)n1 | 5 | -23 | -1 | 8 | -6 | 12 | 8 | -11 | 8 | 6 | 2
COC(=O)c1cc(N2C(=O)C3C4C=CC(CC4)C3C2=O)ccc1Cl (stereo not drawn) | 1 | 12 | 0 | 2 | -6 | -14 | 1 | 2 | -29 | 10 | -2
CCC/C(=N\NC(=O)c1cccc(C)c1)c1ccccc1 | 1 | -39 | -25 | -9 | 7 | -6 | 14 | 20 | -19 | -34 | -10
Cc1ccc(N2C(=O)CC(N3CCSCC3)C2=O)c(C)c1 (stereo not drawn) | 2 | -3 | -20 | 4 | -2 | 7 | 8 | 5 | -8 | 11 | -4
O=C(CN1C(=O)NC(c2ccccc2)(c2ccccc2)C1=O)NCCNCCO | 0 | -19 | -50 | 4 | -15 | -7 | 5 | 4 | 12 | 12 | -6
N#Cc1ccc(CSc2ncccn2)cc1 | 4 | -13 | -24 | -13 | -24 | -14 | -34 | -15 | 6 | -50 | 1
CCOC(=O)c1c(-c2cccc(C)c2)csc1NC(=O)C1CC=CCC1C(=O)O (stereo not drawn) | 9 | 28 | -3 | -1 | 4 | 4 | 17 | 2 | 14 | 19 | -4
Cc1ccc(N(CC(=O)NC(C)C)C(=O)CCC(=O)Nc2ccccn2)cc1 | 5 | -18 | -10 | -13 | -14 | 7 | 11 | 12 | 3 | 15 | 8
Cc1ccc2nc(C)cc(C(=O)Nc3nccs3)c2c1 | 1 | -36 | -15 | 11 | 16 | 8 | 8 | -21 | 8 | 4 | -7
Cc1cccc(CN2C(=O)[C@@H]3Cc4c([nH]c5ccccc45)C(C)(C)N3C2=O)c1 | 1 | 44 | -21 | -3 | 50 | 17 | 35 | -3 | 38 | 6 | 17
O=C1CSc2ccc(C(=O)NCCc3ccc(Cl)cc3Cl)cc2N1 | . | 1 | 34 | -9 | -14 | 9 | -8 | 4 | 13 | 20 | -12
N#Cc1ccc(-c2csc(NC(=O)c3ccc(N4C(=O)CCC4=O)cc3)n2)cc1 | 3 | -10 | -1 | -4 | 3 | 4 | -1 | -48 | -1 | 1 | 24
O=C(NCCCn1ccnc1)C(=O)c1cn(CC(=O)N2CCCCCC2)c2ccccc12 | -5 | 0 | 4 | -17 | 9 | 2 | -1 | 3 | 4 | 17 | -5
O=C(NCC(c1ccco1)N1CCCC1)c1cc(S(=O)(=O)N2CCOCC2)ccc1Cl (stereo not drawn) | 2 | -7 | 4 | 2 | -2 | -2 | -3 | 0 | -8 | 3 | 9
CC1CN(C(=S)NC(=O)c2ccco2)CC(C)O1 (stereo not drawn) | 5 | -15 | 0 | -2 | 11 | -12 | 0 | 2 | 17 | 8 | 9
C=CCOc1c(CNc2ncn[nH]2)cccc1OC | -2 | -7 | 4 | 1 | 13 | 2 | 6 | -4 | -9 | 17 | 10
O=C(c1cc(-c2ccc(O)cc2)on1)N1CCCC1 | -3 | -163 | -31 | -30 | 33 | 40 | -190 | 0 | -1 | -108 | 7
O=C(Cn1cnc2ccccc21)N1CCc2ccccc21 | -1 | 5 | -17 | -14 | -8 | 0 | 7 | 0 | 1 | -1 | -2
O=C(Nc1ccccc1OC(F)F)c1cc2c(s1)CCC2 | 3 | -92 | -24 | -26 | -54 | 8 | -178 | 2 | -64 | -209 | 10
Cc1ccc(OCC(=O)N(Cc2ccco2)C2CCS(=O)(=O)C2)cc1C (stereo not drawn) | 1 | -13 | -2 | -3 | 2 | -1 | 12 | 11 | 12 | -2 | 15
COc1ccc2[nH]c3c(c2c1)CCN1C(=O)C(CC(=O)NCc2ccco2)C[C@H](C(=O)N(C(C)C)C(C)C)[C@@]31C (stereo partly drawn) | . | 14 | -25 | 19 | 0 | 2 | 4 | 4 | -7 | 3 | 1
C=C(C)CSc1nc(N)c(C#N)c(-c2ccc(C)cc2)c1C#N | 6 | -30 | 3 | -13 | -1 | -3 | -18 | 15 | -25 | 3 | -9
Cc1cc(N2CCOCC2)n2ncc(-c3ccccc3)c2n1 | 3 | -37 | -6 | 6 | 86* | 69* | -41 | -6 | 75* | -61 | 5

A different layout for two compounds above:
smiles	NR2E3 ag-1	NR2E3 ag-2	Shn3 3UTR inh	MITF TRPM1 inh	TWEAK-Fn14 inh	TRAIL sens C8	Peg3 promoter	KKLEB tox	TROY signal inh	HIF-2a inh	CF NFkB inh
C=CCOc1c(CNc2ncn[nH]2)cccc1OC	-2	-7	4	1	13	2	6	-4	-9	17	10
N#Cc1ccc(-c2csc(NC(=O)c3ccc(N4C(=O)CCC4=O)cc3)n2)cc1	3	-10	-1	-4	3	4	-1	-48	-1	1	24

New compounds follow.
SMILES | NR2E3 ag-1 | NR2E3 ag-2 | Shn3 3UTR inh | MITF TRPM1 inh | TWEAK-Fn14 inh | TRAIL sens C8 | Peg3 promoter | KKLEB tox | TROY signal inh | HIF-2a inh | CF NFkB inh
O=C(CCc1ccc(O)c(O)c1)N/N=C/c1cc2c(cc1[N+](=O)[O-])OCO2 | . | -12 | 1 | 9 | -1 | 7 | 14 | 7 | -16 | 6 | 0
O=C(c1cc(COc2ccc(F)cc2Cl)on1)N1CCc2sccc2C1 | 0 | -5 | -23 | -19 | -32 | 0 | -60 | -2 | -7 | -141 | 5
CCN(CC)CCCN1C(=O)C(O)=C(C(=O)c2ccc(C)o2)C1c1ccc(C)o1 (stereo not drawn) | 0 | 8 | 12 | -8 | 2 | -5 | 3 | 14 | -7 | 7 | -12
COc1ccc(C(=O)NC2=Nc3ccccc3N=C(C)C2c2ccccc2)cc1 (stereo not drawn) | -1 | -155 | -165 | -21 | -35 | 16 | -21 | -4 | 3 | -186 | 20
COc1ccc(-n2nnnc2SCc2nc3ccccc3s2)cc1 | -2 | -121 | -61 | -27 | 1 | 5 | -296 | 6 | 2 | -178 | 6
CC(C)(C)NC(=O)CN(C(=O)c1ccc(CN2CCOCC2)o1)c1ccc2c(c1)OCCO2 | 2 | -15 | 2 | 2 | -15 | 7 | 0 | -5 | 11 | -19 | -5
Cc1cccc(N2CCN(C(=O)n3ccnc3)CC2)c1C | 1 | -33 | -4 | 10 | -6 | -2 | 3 | -4 | 3 | 4 | 7
C[C@@H]1CN(S(=O)C(C)(C)C)[C@@H](CCO)/C1=C\c1ccccc1 (stereo partly drawn) | . | -9 | 1 | -4 | 16 | -9 | -11 | 15 | -3 | 12 | -5
COC(=O)c1ccccc1NC(=O)Cc1nc(-c2ccccc2)sc1-c1ccc(C)cc1 | -2 | -17 | 3 | -14 | -33 | 5 | -14 | -7 | -25 | -47 | 12
CC(C)(CNC(=O)c1cc(Cl)c(O)c(Cl)c1)N1CCCCC1 | 1 | -4 | -2 | 0 | 1 | 14 | 11 | -2 | 2 | 4 | -4
Oc1c(Cl)cc(Cl)cc1/C=N/Nc1ncc(Br)cn1 | 5 | 4 | 90* | 66* | -11 | 44 | 38 | -5 | -9 | 6 | 30
CC(=O)NC1C(Oc2ccccc2C)OC2COC(c3ccco3)OC2C1O (stereo not drawn) | 1 | 4 | 5 | 5 | 7 | -4 | 4 | 7 | -18 | 12 | 6
C[C@H]1COC(=O)[C@H](CC(=O)OC(C)(C)C)C/C=C\C[C@@H](CC(=O)NCCO)C(=O)N1 | . | 14 | 2 | -5 | 1 | -5 | -2 | 18 | -8 | 13 | -6
